RXFP1 antag: RXFP1 (human) relaxin receptor antagonism; activity change, negative = inhibition, % at 57.5 µM; Q9HBX9; HEK293-RXFP1, relaxin-stimulated cAMP HTRF, 30 min; hits give low values; AID 1259400; 0.59% of 350,000 active;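 active = activity change of -60% or lower, but not beyond a set lower limit; inconclusive = change between -60% and -40%, or beyond the set limit; inactive = change above -40%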; note: % is set by controls: 0 for no effect and ±100 for the full control effect
PGK inhibitor: T. brucei PGK inhibition. P07378. PGK/GAPDH coupled, Kinase-Glo luminescence, 60 min. Potency, µM (titrated, usually from 57.5 µM), for inactives: at the top dose activity change, negative = inhibition, usual class: inhibitors. 0.043% of 380,000 active. AID 602233; note: potency is the fitted concentration of half-maximal effect; % is set by controls: 0 for no effect and ±100 for the full control effect; nearly all actives have a fitted effect of over 60% in size
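Recombinant glycosomal PGK reaction used 1,3-bisphosphoglycerate generated in-well by GAPDH (100nM final) in 100mM TEA pH 7.6, 5mM MgCl2, 0.01% Tween-20. After 60 minutes at room temperature, ATP was read by Kinase-Glo Plus luminescence end-point.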
Pol kappa inh: DNA polymerase kappa (human) inhibition; Potency, µM (doses to about 107 µM), for inactives: at the top dose activity, negative = inhibition, usual class: inhibitors; 0.53% of 400,000 active; purified Pol kappa, fluorescent DNA synthesis assay, 10 min; AID 588579; note: potency is the fitted concentration of half-maximal effect; % is set by controls: 0 for no effect and ±100 for the full control effect
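Inhibition of 10 nM Pol kappa is measured by a fluorescent read-out at 0 and 10 min following addition of 50 nM substrate (final), with a 15-min room-temperature compound preincubation.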
POLH inh: blocks human DNA polymerase eta activity; Q9Y253; recombinant Pol eta, fluorescent DNA replication assay; Potency, µM (doses to about 114 µM), for inactives: top-dose activity change, negative = inhibition, most hits filed as inhibitors; 1.2% of 390,000 active; AID 588591; note: potency is the fitted concentration of half-maximal effect; % is set by controls: 0 for no effect and ±100 for the full control effect
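Pol eta at 10 nM preincubated with compounds 15 min at room temperature; reaction started with fluorescent substrate (50 nM final) and read kinetically at 0 and 10 min.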
BLM helicase inh: Bloom syndrome helicase (human) inhibition; P54132; recombinant BLM DNA unwinding, fluorescence dequenching; Potency, µM (titrated, usually from 56.1 µM), for inactives: top-dose activity change, negative = inhibition, hits mostly inhibitors; 0.2% of 350,000 active; AID 2528;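 note: potency is the fitted concentration of half-maximal effect; plate controls were vehicle for no effect and no enzyme for full effect; nearly all actives have a fitted effect of over 35% in size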
Apoferritin bind: binds horse apoferritin like a general anesthetic; apoferritin/1-aminoanthracene competitive binding, fluorescence; Potency, µM (titrated, usually from 77.5 µM), for the others: top-dose activity change, negative = displacement, most hits filed as inhibitors; 0.074% of 350,000 active; P02791; note: potency is the fitted concentration of half-maximal effect; % is set by controls: 0 for no effect and ±100 for the full control effect; nearly all actives have a fitted effect of over 20% in size
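Concentration-response curves derived by four-parameter Hill fitting of normalized fluorescence, where compounds displaced 1-AMA from 10 uM horse apoferritin following a brief 10 min room-temperature incubation; propofol titration acted as positive control.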
APE1 inh: blocks human APE1 abasic DNA cleavage; P27695; recombinant APE1, TAMRA/BHQ-2 abasic DNA cleavage fluorescence; Potency, µM (series often up to 65.8 µM), for inactives: at the top dose activity change, negative = inhibition, hits mostly inhibitors; 0.35% of 350,000 active;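 note: potency is the fitted concentration of half-maximal effect; plate controls were vehicle for no effect and reference inhibitor for full effect; nearly all actives have a fitted effect of over 55% in size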
Target sequence (P27695 whole entry, looked up): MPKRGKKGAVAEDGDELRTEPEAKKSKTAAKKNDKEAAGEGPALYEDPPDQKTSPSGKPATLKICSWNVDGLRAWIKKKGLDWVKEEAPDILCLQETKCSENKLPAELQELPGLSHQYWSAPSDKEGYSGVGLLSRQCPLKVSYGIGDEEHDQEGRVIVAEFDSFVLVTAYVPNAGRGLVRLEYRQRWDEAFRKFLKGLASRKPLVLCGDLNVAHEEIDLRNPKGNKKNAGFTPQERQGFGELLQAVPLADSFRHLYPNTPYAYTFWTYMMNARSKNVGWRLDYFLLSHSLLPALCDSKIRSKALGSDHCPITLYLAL
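0.75 nM APE1 + cpd, 15 min RT; start w/ 50 nM TAMRA/BHQ-2 THF-abasic dsDNA; kinetic fluor 525/598 nm ×3 reads @60 s; Δ(read3−read1); normalized to DMSO and NSC13755 control wells.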
Pol beta inh: inhibitors of human DNA polymerase beta | Pol beta primer extension/strand displacement, fluorescence kinetic | P06746 | Potency, µM (highest dose often 114 µM), for inactives: top-dose activity change, negative = inhibition, most hits filed as inhibitors | 1.3% of 340,000 active | AID 485314; note: potency is the fitted concentration of half-maximal effect; % is set by controls: 0 for no effect and ±100 for the full control effect
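Kinetic readout of DNA synthesis with strand displacement by Pol beta. Compound and 10 nM enzyme sit 15 min at room temperature; 50 nM substrate starts the reaction, read immediately and at 10 min.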
Pol iota inh: blocks human DNA polymerase iota activity. Pol iota fluorescent replication assay, 10 min. Q9UNA4. 1% of 390,000 active. Potency, µM (titrated, usually from 115 µM), for inactives: top-dose activity, negative = inhibition, usual class: inhibitors. AID 588590; note: potency is the fitted concentration of half-maximal effect
Target sequence (Q9UNA4 whole entry, looked up): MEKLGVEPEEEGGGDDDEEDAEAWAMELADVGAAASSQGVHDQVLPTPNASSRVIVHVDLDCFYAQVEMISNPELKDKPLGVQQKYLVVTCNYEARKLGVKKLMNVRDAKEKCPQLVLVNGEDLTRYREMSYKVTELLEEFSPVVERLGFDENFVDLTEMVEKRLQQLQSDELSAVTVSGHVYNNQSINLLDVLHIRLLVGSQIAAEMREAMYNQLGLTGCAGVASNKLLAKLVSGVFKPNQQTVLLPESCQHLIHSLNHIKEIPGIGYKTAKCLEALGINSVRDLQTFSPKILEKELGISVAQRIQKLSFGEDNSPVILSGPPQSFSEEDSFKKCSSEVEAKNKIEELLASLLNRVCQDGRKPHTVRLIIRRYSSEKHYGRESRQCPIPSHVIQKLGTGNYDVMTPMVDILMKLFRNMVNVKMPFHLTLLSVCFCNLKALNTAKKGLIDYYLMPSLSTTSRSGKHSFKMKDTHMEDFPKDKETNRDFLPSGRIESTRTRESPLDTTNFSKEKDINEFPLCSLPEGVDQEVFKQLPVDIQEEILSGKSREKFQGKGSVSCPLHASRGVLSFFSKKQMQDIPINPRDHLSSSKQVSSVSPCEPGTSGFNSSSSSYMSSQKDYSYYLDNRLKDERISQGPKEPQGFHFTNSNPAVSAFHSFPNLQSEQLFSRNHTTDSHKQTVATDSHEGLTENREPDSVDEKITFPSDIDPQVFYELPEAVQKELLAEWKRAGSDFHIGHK
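Pol iota at 10 nM preincubated 15 min with compounds at room temperature; reaction started with fluorescent substrate, 50 nM final. Fluorescence read kinetically at 0 and 10 min; buffer-only wells as negative control.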
The depositor's hits bear a star; i = inactive; ? = inconclusive; · = no result given; & = joins results of further samples; [ ] = remark or other dose. Unless noted, calls come from the whole dose curve; as a rule, active = well fitted curve in the direction sought with a large enough effect; inconclusive = small, poorly fitted or top-dose-only effect, or another doubt; inactive = no such curve, though single readings can be large; an effect the other way counts as inactive or inconclusive. The list is partial; the hit share may differ from the screen's.

SMILES	RXFP1 antag	PGK inhibitor	Pol kappa inh	POLH inh	BLM helicase inh	Apoferritin bind	APE1 inh	Pol beta inh	Pol iota inh
Cc1cc(C)c2oc(C(=O)Nc3c(C)n(C)n(-c4ccccc4)c3=O)cc(=O)c2c1	-2	-3%	11%	-14%	-1%	2%	·	2%	27%
O=[N+]([O-])c1cccnc1N1CCOCC1	2	-1%	-6%	-3%	0%	-20%	9%	11%	22%
CN(C(=O)CSc1ncnc2sccc12)C1CCCCC1	3	i	-2%	-21%	·	·	5%	·	24%
CCN1CCN(CC(=O)NC2CCCC2)C(=O)C1=O	·	-8%	-8%	2%	-6%	-7%	-1%	-16%	-27%
C/[N+]([O-])=C\CC(=O)c1ccc(-c2ccccc2)cc1	-13	-1%	0%	-5%	-8%	?	0%	-6%	90%[activator]
CCC(C)(C(=O)NC1CCCCC1)N(Cc1cccs1)C(=O)CC1NC(=O)NC1=O (stereo not given)	-2	8%	-9%	-4%	1%	-12%	-2%	-6%	6%
CCOC(=O)c1cccc(NC(=O)c2cc3sccc3n2C)c1	-5	-2%	-9%	-19%	-14%	-11%	-4%	-27%	8%
O=C(NCC1CCCO1)c1onc(CSc2ccc(F)cc2)c1C(=O)O (stereo not given)	·	-5%	-8%	6%	-2%	-5%	-6%	9%	-8%
CCOc1ccc(NC(=O)Nc2ccc3nsnc3c2)cc1	-11	5%	-10%	-1%	-5%	2%	?	2%	8%
CCSc1nnc([C@H](Cc2c[nH]c3ccccc23)NC(=O)OC(C)(C)C)o1	2	-6%	-21%	-13%	-8%	-11%	2%	-10%	10%
Cc1cc(Cl)nc2c(C(C)C)cccc12	-11	i	2%[60.1 µM]	-27%	-3%	-5%	-4%	1%	10%
CCOC(=O)N1CCN(C(=O)COC(=O)c2ccc(S(=O)(=O)N(CC)CC)cc2)CC1	7	2%	-13%	-16%	·	·	-7%	·	9%
Cn1c(SCc2c(Cl)cccc2Cl)nc(C(F)(F)F)cc1=O	-11	-10%	-5%	-8%	-4%	-15%	1%	9%	2%
CCCCOC(=O)CCc1nc2ccccc2[nH]c1=O	-4	-1%	-8%	-3%	-1%	-17%	1%	24%	40%[activator]
CCOC(=O)c1[nH]c2ccc(OC)cc2c1NC(=O)CCN1CCCC(C)C1 (stereo not given)	5	1%	-9%	-13%	3%	4%	0%	-2%	133%[activator]
COc1ccc(-n2nc(C(=O)NCCc3ccc(Cl)cc3)c3c4ccccc4n(C)c3c2=O)cc1Cl	-4	-10%	2%	-11%	-3%	24%	·	10%	21%
Clc1ccc(C2=NNC(=NCC3CCCO3)SC2)cc1 (stereo not given)	-6	5%	-12%	-6%	-11%	-8%	7%	-11%	15%
Cc1cccc(C(=O)NCC(=O)NCCCSc2ccccc2)c1	8	-9%	-9%	-21%	·	·	-9%	·	4%
O=C(CSc1nc(-c2ccccc2Cl)ns1)c1ccc(Cl)cc1	4	-8%	-14%	-11%	-4%	0%	-1%	2%	?
CCCCNC(=O)CCn1nc(-c2ccc(C)cc2)c2ccccc2c1=O	1	-6%	7%	-11%	-1%	-16%	62%[activator]	2%	4%
Cc1ccc(/C=N/NC(=O)CCn2nc(C)cc2C)c(C)c1	-2	-1%	-4%	1%	-1%	-5%	7%	12%	65%[activator]
CC(C)c1cccc(-c2ccc3c(c2)S(=O)(=O)c2cccc(C(=O)NC4CCCC4)c2C3=O)c1	·	8%	-24%	-6%	·	·	25%	·	16%
CCOc1ccccc1OCCCC(=O)N1CCN(S(=O)(=O)c2cccc(F)c2)CC1	15	2%	-3%	-5%	0%	-12%	0%	-24%	28%
N#Cc1c(N2CCN(C(=O)c3ccccc3)CC2)nc(-c2ccccc2)c2c1CCCC2	-20	-4%	4%	-14%	-8%	150%[activator]	-6%	4%	19%
Cc1cccc(C(=O)N/N=C2\CS(=O)(=O)N(C)c3ccsc32)c1	-23	-9%	5%	11%	-1%	-13%	1%	26%	40%[activator]
COc1cc(CN2c3ccccc3C(=O)CS2(=O)=O)cc(OC)c1	·	-7%	-3%	-5%	·	·	-8%	·	-5%
Cc1ccccc1OCc1nnc(SCCN2CCCC2)n1-c1ccccc1	-14	-1%	0%	-7%	10%	-18%	1%	0%	80%[activator]
N=c1c2c(-c3ccccc3)c(-c3ccccc3)oc2ncn1Cc1ccco1	-6	9%	-11%	-20%	3%	346%[activator]	-5%	2%	7%
CCN(CC(=O)Nc1ccc2c(c1)OCCO2)C(=O)COc1cc(C)ccc1Cl	-6	-2%	-6%	-19%	·	·	34%	·	36%[activator]
CCOC(=O)CC(NC(=O)CCS(=O)(=O)c1ccc2c(c1)n(C)c(=O)c(=O)n2C)c1ccc(C)cc1 (stereo not given)	14	-9%	15%	6%	0%	-5%	16%	0%	41%[activator]
C[C@H](NC(=O)N1CCn2c1nc1ccccc12)C(=O)NC1CCCCC1	19	-8%	-4%	-3%	0%	0%	8%	-1%	10%
O=C(c1ccc(CS(=O)c2cccc(Cl)c2)o1)N1CCN(C2CCCCC2)CC1 (stereo not given)	-2	-2%	-5%	-3%	5%	-11%	24%	16%	32%[activator]
Cc1ccc(SCCNC(=O)/C=C/c2ccc([N+](=O)[O-])cc2)cc1	-5	i	-8%	-17%	-5%	-19%	0%	0%	-13%
CC(C)Cc1cc(C(=O)Nc2ccc(F)cc2F)no1	-17	-8%	-8%	-7%	0%	-4%	24%	0%	-15%
COc1ccccc1C(=O)NCCSCc1ccccc1Cl	1	4%	1%	-10%	-3%	-24%	-1%	6%	117%[activator]
CCN1CCN(CCCNC(=O)CS(=O)(=O)Cc2nc(-c3cccc(OC)c3)oc2C)CC1	4&-10	-8%	7%&-1%	-9%&15%	-2%&4%	-13%&-9%	29%	-11%&33%	-13%&-4%
NC(=O)c1cc(Cl)ccc1OCC(=O)Nc1ccc2c(c1)OCO2	1	2%	-23%	-4%	·	·	12%	·	11%
Cc1cccc(Cn2c(=O)n(-c3ccccc3C)c(=O)c3c2c2cc(C)ccc2n3C)c1	·	i	-10%	-25%	-6%	5%	·	2%	12%
COc1ccc(Nc2c(-c3ccc(C)o3)nc3ccc(Cl)cn23)cc1	-4	-3%	4%	-6%	-2%	-8%	·	89%	11%
COc1ccc(OCCNC(=O)c2cc(C3CC3)nc3c2cnn3C(C)C)cc1	-11	-9%	-6%	?	·	·	-12%	·	3%
O=C(CSc1nc(O)c(Cc2ccccc2)c(=O)[nH]1)c1ccccc1	-16	i	-4%	-12%	2%	-14%	0%	-3%	15%
C=CCSc1nc2ccccc2n1S(=O)(=O)c1ccc(C)cc1	-5	0%	-4%	-19%	0%	6%	2%	-6%	-8%
c1ccc2c(c1)Oc1cccc3cccc-2c13	7	-7%	2%	-25%	0%	79%[activator]	1%	-22%	-13%
O=C1C2C3C=CC(CC3)C2C(=O)N1c1nccs1 (stereo not given)	5	?	18µM*	?	-28%	5%	6.3µM*	22µM*	16µM*
Cc1cc(C)cc(N2CN=C3SCC(=O)N3C2)c1	·	-8%	3%	-8%	-4%	5%	0%	47%	33%[activator]
C[C@H](CO)N1C[C@H](C)[C@@H](CN(C)C(=O)Nc2ccccc2)Oc2ccc(NC(=O)NC3CCCCC3)cc2C1=O	·	-5%	-11%	-10%	·	·	7%	·	21%
CC(C)[C@H](NS(=O)(=O)c1cccc(C(F)(F)F)c1)C(=O)OCC(=O)NC(=O)NCc1ccco1	-10	-14%	-14%	?	·	·	2%	·	6%
Cc1cc(C)nc(SCC(=O)c2ccc(Cl)cc2)n1	-8	-7%	-7%	-9%	-3%	6%	25%	6%	38%[activator]
CCN(C(=O)COC(=O)CNC(=O)c1cccc(C)c1)c1c(N)n(Cc2ccccc2)c(=O)[nH]c1=O	1	-5%	-8%	-14%	·	·	-1%	·	27%
Cc1sc2nc3n(c(=O)c2c1C)CCCCC3	-15	-3%	0%	-20%	-3%	-4%	9%	-1%	-2%
COC(=O)C(Cc1ccccc1)NC(=O)c1ccc(C)cc1 (stereo not given)	2	·	-4%	3%	2%	-4%	6%	-7%	-8%
CCOC(=O)CCc1c(C)c2ccc(OCc3cc([N+](=O)[O-])ccc3OC)cc2oc1=O	·	i	-13%	-12%	-1%	-23%	-4%	0%	19%
O=C(CN1CCC2(CC1)OCCO2)c1ccc2cc[nH]c2c1	-13	?	-11%	-3%	-1%	-1%	-2%	10%	-10%[58.9 µM]
COc1cccc(NC(=O)C2c3cc(OC)c(OC)cc3C(=O)N(C)C2c2cccnc2)c1 (stereo not given)	-16	i	1%	-7%	-1%	-22%	-6%	36%	13%
Cc1ccc(C)c(CN2C(=O)c3ccccc3S(=O)(=O)c3ccc(C(=O)NCCCN4CCCC(C)C4)cc32)c1 (stereo not given)	-20	·	-8%	·	4%	?	·	-2%	35%[activator]
NC(=O)/C(=C/c1ccco1)NC(=O)c1ccc(Br)o1	11	-3%	-41%	7%	·	·	·	·	?
Cc1nc(-c2ccc(Cl)cc2)sc1C(=O)O	-15	-2%	-10%	-11%	1%	-6%	-5%	?	172%[activator]
O=C(Cn1ccc2ccccc2c1=O)NCC(=O)N1CCCCC1	27	-1%	-6%	-8%	4%	-5%	7%	2%	31%[activator]
CN1CCC(NC(=O)NC2CCCCC2)CC1	17	0%	-6%	-4%	-5%	2%	-3%	-15%	-10%

Looked up one by one from the entries so far:
SMILES	RXFP1 antag	PGK inhibitor	Pol kappa inh	POLH inh	BLM helicase inh	Apoferritin bind	APE1 inh	Pol beta inh	Pol iota inh
CCN(C(=O)COC(=O)CNC(=O)c1cccc(C)c1)c1c(N)n(Cc2ccccc2)c(=O)[nH]c1=O	1	-5%	-8%	-14%	·	·	-1%	·	27%
Cc1sc2nc3n(c(=O)c2c1C)CCCCC3	-15	-3%	0%	-20%	-3%	-4%	9%	-1%	-2%
Cc1ccc(C)c(CN2C(=O)c3ccccc3S(=O)(=O)c3ccc(C(=O)NCCCN4CCCC(C)C4)cc32)c1 (stereo not given)	-20	·	-8%	·	4%	?	·	-2%	35%[activator]
O=C(CN1CCC2(CC1)OCCO2)c1ccc2cc[nH]c2c1	-13	?	-11%	-3%	-1%	-1%	-2%	10%	-10%[58.9 µM]
